High-throughput results deposited in PubChem by several laboratories.
pCIP destab = lowers stability of the mouse p/CIP coactivator protein; Q05BA5; F442A p/CIP-EGFP cells, EGFP fluorescence, 16 h; decrease of EGFP signal, % at 10 µM; 0.01% of 290,000 active; AID 1984;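 active = EGFP signal decrease of at least 30% at 10 µM or well 3 SD below plate mean, unless failing retest; inactive = the rest, including hits failing retest or dose response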; also: some compounds called inactive have numbers as strong as hits; many of its hits are not listed in these tables
Target sequence (Q05BA5 1-1403): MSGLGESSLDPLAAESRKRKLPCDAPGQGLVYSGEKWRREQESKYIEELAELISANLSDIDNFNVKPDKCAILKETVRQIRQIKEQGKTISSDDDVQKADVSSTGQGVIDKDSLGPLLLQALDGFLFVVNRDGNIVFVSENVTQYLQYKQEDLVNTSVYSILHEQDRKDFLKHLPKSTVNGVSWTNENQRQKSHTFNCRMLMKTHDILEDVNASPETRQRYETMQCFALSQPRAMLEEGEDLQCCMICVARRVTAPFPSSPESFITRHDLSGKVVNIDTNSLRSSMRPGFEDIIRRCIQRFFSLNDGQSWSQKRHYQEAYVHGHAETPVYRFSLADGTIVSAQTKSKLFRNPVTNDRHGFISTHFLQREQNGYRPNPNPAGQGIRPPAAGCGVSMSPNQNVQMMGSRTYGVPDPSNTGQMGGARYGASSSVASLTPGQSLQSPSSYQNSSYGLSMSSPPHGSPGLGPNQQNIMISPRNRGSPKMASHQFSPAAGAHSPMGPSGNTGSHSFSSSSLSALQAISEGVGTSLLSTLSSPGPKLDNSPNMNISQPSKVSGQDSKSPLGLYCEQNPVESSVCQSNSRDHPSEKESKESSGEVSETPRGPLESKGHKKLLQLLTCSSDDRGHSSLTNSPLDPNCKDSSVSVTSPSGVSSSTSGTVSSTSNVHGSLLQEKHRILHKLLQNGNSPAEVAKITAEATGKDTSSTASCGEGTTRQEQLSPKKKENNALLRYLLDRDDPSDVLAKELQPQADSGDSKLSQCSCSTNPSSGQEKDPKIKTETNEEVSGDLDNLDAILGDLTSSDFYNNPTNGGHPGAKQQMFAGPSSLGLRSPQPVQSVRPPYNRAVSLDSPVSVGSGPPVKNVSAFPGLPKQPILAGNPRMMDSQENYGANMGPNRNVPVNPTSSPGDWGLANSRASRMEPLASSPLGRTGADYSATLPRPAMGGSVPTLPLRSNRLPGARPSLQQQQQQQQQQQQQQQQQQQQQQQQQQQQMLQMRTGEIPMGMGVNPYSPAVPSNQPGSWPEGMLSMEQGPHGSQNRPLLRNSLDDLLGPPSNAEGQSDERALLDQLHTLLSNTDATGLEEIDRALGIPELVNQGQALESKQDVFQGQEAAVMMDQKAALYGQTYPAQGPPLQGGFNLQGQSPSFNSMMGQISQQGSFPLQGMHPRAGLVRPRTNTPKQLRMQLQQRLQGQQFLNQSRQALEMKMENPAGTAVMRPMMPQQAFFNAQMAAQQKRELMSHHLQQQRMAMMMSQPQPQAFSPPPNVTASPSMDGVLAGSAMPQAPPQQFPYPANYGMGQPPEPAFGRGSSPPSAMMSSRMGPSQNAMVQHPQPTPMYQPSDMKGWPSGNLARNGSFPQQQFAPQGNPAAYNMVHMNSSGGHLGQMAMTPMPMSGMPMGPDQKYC
M18AAP inhibitor = blocks P. falciparum M18 aspartyl aminopeptidase; recombinant PfM18AAP, H-Glu-NHMec fluorogenic cleavage; inhibition, % at 7.35 µM; 1.2% of 290,000 active; AID 1822;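 active = inhibition above the campaign mean inhibition over all tested compounds plus 3 SD, cut at about 28% in these data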;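 also: 0% = plate median of test compound wells and 100% = 2 mM ZnCl2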
IDE cell activ = activators of human insulin-degrading enzyme in cells; activation, % at 5.96 µM; 0.073% of 340,000 active; P14735; HEK cells, FAbeta-B cleavage, fluorescence polarization; 0% vehicle, 100% cell-free pure enzyme wells;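 active = activation above the mean of all tested compounds plus 3 SD, set per screening campaign, cut at about 17% in these data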
PHOSPHO1 block = PHOSPHO1 (human) inhibition; Q8TCT1; recombinant PHOSPHO1, absorbance phosphatase assay; inhibition, % at 13.3 µM; 1.1% of 290,000 active; in the data active = inhibition above about 60%
VIM-2 inhibitor = inhibitors of Pseudomonas aeruginosa VIM-2 metallo-beta-lactamase. 0.89% of 290,000 active. inhibition, % at 5.6 µM. AID 1527. purified VIM-2, nitrocefin hydrolysis, epi-absorbance fluorescence;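 active = inhibition above the mean of all tested compounds plus 3 SD, cutoff set per screening run, cut at about 7.5% in these data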;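 also: red hydrolysis product quenches plate fluorescence so inhibitors raise well fluorescence; 0% = enzyme with DMSO and 100% = DMSO without enzyme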
IMP-1 inh = blocks Pseudomonas aeruginosa IMP-1 metallo-beta-lactamase | purified IMP-1, nitrocefin hydrolysis, epi-absorbance fluorescence | inhibition, % at 5.6 µM | 0.45% of 290,000 active;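 active = inhibition above the mean plus 3 SD of all compounds in the same screening run, cut at about 4.5% in these data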;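 also: 0% = IMP-1 with DMSO and 100% = DMSO wells lacking enzyme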
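System: purified recombinant IMP-1 beta-lactamase. Medium: Zinc- and detergent-supplemented HEPES buffer, pH 7.1. Compound: one 5.6 µM dose […]. Schedule: 15 min preincubation plus 25 min reaction at 25 °C. Technique: Epi-absorbance fluorescence, 480 nm excitation, 530 nm emission.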
GPR7 antag = human neuropeptides B/W receptor 1 antagonism. P48145. GPR7-expressing cells, fluorescence antagonist assay. inhibition, % at 4.4 µM. 1.1% of 290,000 active; in the data active = inhibition above about 16%, passing the limit was not always enough;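 also: cells stimulated with the agonist NPW; 0% = agonist with vehicle and 100% = vehicle without agonist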
NALP1 yeast inh = blocks the NALP1 inflammasome reconstituted in yeast. inhibition, % at 10 µM. S. cerevisiae NALP1/ASC/caspase-1 growth, X-gal OD620, 72 h. AID 2071. 0.61% of 280,000 active; in the data active = inhibition mostly above about 24%, no sharp cut-off; inactive = mostly below about 32%; also: some compounds called inactive have numbers as strong as hits
IDE inh = cellular human IDE inhibition | P14735 | inhibition, % at 5.59 µM | HEK cells, FAbetaB cleavage, fluorescence polarization | 0.41% of 320,000 active | AID 434962;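 active = percent inhibition above the average of all tested compounds plus 3 SD, set per screening campaign, cut at about 16% in these data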;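 also: IDE supplied by intact live HEK cells; FP after avidin binding of uncleaved biotin substrate so inhibition keeps polarization high; 0% = DMSO wells and 100% = 60 µM reference IDE inhibitor Ii1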
Starred values were filed as active, the others as inactive; nt = no result given.

pCIP destab | M18AAP inhibitor | IDE cell activ | PHOSPHO1 block | VIM-2 inhibitor | IMP-1 inh | GPR7 antag | NALP1 yeast inh | IDE inh | smiles
-8.5 | 3.1 | 3.8 | 8.5 | -2.3 | -0.9 | -20.7 | 9.5 | 4.8 | COc1ccc2oc(=O)c(C(=O)Nc3cccc(C(C)=O)c3)cc2c1
-31.5 | -1.5 | -3.3 | 27.9 | -4.7 | 0.5 | -5.8 | 20.5 | 0.2 | COc1ccccc1NC(=O)Cn1cnc2c(oc3nc4c(cc32)CCCC4)c1=O
-4.0 | -2.5 | 8.5 | -9.8 | -1.4 | -0.4 | -6.8 | nt | 5.1 | NS(=O)(=O)c1cccc(NC(=O)c2cncc(Br)c2)c1
-10.9 | 2.9 | -0.9 | 16.5 | -2.1 | -0.3 | -7.9 | nt | 2.7 | O=C(c1ccc(CSCc2ccccc2F)o1)N1CCN(c2ccc(N3CCOCC3)nn2)CC1
-8.7 | 0.0 | -8.2 | 35.4 | -1.6 | 0.1 | -16.1 | -12.7 | 8.8 | COc1ccc(Br)cc1C(=O)Nc1ccc(C(=O)NCC(C)C)cc1
2.8 | -2.6 | 2.8 | 23.7 | -1.9 | -3.2 | -3.0 | -28.8 | -1.5 | OCCC1CN(Cc2cccc3nonc23)CCN1Cc1ccsc1 (stereo unspecified)
-7.7 | 3.5 | 1.2 | -22.9 | -1.3 | -2.7 | -3.4 | 15.6 | 8.1 | CC(=O)Nc1ccc(NS(=O)(=O)c2cc([N+](=O)[O-])ccc2C)cc1
-4.4 | -2.9 | -3.4 | -26.4 | -4.1 | -5.2 | 3.0 | -3.2 | 2.7 | Cc1ccccc1NC(=O)c1ccccc1-c1ccccc1
0.0 | 4.5 | 1.9 | 18.0 | 0.8 | -0.5 | 6.5 | 48.4 | 3.8 | COc1ccc(C(=O)Cn2c(C(=O)/C=C/c3ccccc3)nc3ccccc32)cc1
-14.1 | 2.2 | 2.2 | -9.3 | -1.3 | -1.6 | 0.1 | nt | 5.9 | CSc1nnc(CNC(=O)c2ccccc2)n1-c1ccc(F)cc1
-7.8 | 14.1 | -20.3 | 4.1 | -0.7 | -0.8 | -3.6 | nt | 8.8 | Nc1ccccc1SC(C[N+](=O)[O-])c1ccccc1 (stereo unspecified)
5.7 | -7.7 | 2.8 | 15.9 | -0.4 | -0.9 | -3.9 | -5.0 | 0.2 | CCCCCC(=O)Nc1cccc2ccccc12
-11.1 | 3.2 | 2.3 | -9.8 | -1.2 | -3.7 | -0.4 | 30.4 | -0.2 | CCc1ccccc1Nc1nc(N)nc(CSCC(=O)Nc2ccc(C)c(C)c2)n1
-2.6 | 1.6 | 5.7 | 10.1 | -1.5 | -3.9 | -8.4 | 27.9 | 0.2 | COc1cccc(C2CC(c3cccc(OC)c3)n3nc(N)nc3N2)c1 (stereo unspecified)
-3.6 | 3.4 | -1.8 | 10.9 | -1.6 | -2.4 | -3.1 | 25.7 | -1.7 | C[C@]12C[C@H](O)[C@H]3[C@@H](CCC4=CC(=O)CC[C@@]43C)[C@@H]1CC[C@@H]2C(=O)CO
-17.0 | -7.8 | 6.0 | -5.8 | -3.7 | -8.0 | -8.4 | nt | 9.0 | CCOC(=O)N1CCN(c2nc(C(F)(F)F)nc3c(C)cc(C)cc23)CC1
1.6 | -0.8 | 6.4 | -10.8 | -1.7 | -2.8 | 0.4 | -6.9 | -0.2 | CCOc1ccc2nnc(-c3ccc(Br)cc3)n2n1
-1.3 | -0.2 | 6.1 | 24.1 | -1.0 | -0.4 | 4.3 | -6.9 | -0.6 | CC1=CS(=O)(=O)CC1Sc1nc(C)n[nH]1 (stereo unspecified)
-17.1 | -14.3 | 0.1 | 39.2 | 1.0 | -1.1 | -5.0 | 22.2 | -0.7 | COc1ccc(-n2nc(C(=O)NCC(=O)NC3CCCCC3)c3ccccc3c2=O)cc1
-8.1 | 3.6 | 0.5 | 18.7 | -0.1 | -3.3 | 17.4 | -0.4 | 6.1 | O=C(N/N=C/c1ccccc1F)c1ccccc1OCc1ccccc1
-16.5 | -4.4 | 4.7 | 28.1 | -0.9 | -1.9 | -4.2 | 8.3 | -1.1 | O=C(COc1cccc(NC(=O)c2ccccc2)c1)c1ccccc1
-5.4 | 14.8 | -2.6 | -10.5 | -2.8 | -3.5 | -10.9 | -2.9 | 0.1 | CC1CCc2c(sc(NS(=O)(=O)c3ccccc3)c2C(=O)OC(C)C)C1 (stereo unspecified)
12.9 | -1.6 | -0.8 | -0.7 | 0.5 | -3.8 | -6.5 | -0.2 | 4.6 | O=C(NNC(=O)C1CC1c1ccccc1)c1ccccc1F (stereo unspecified)
-1.1 | -1.2 | 4.0 | 25.7 | -7.7 | -0.5 | -10.1 | 2.0 | -3.5 | CN(C)CCCN1CC(C(=O)O)CC1=O (stereo unspecified)
-1.2 | -2.8 | 1.3 | 27.9 | -5.3 | -3.5 | -1.1 | 7.5 | 3.6 | Cc1ccc(C2=NN(C(=O)c3cccs3)C(c3ccccc3O)C2)cc1 (stereo unspecified)
5.4 | 0.6 | -1.7 | 37.3 | -1.1 | 0.9 | 1.5 | -3.6 | -2.7 | O=C(Cn1ccc(C(F)(F)F)n1)Nc1cccc(S(=O)(=O)N2CCCCC2)c1
2.2 | 0.7 | 0.8 | -15.8 | -3.0 | -2.7 | 6.3 | nt | -0.5 | CCCN1C(=O)C2(C(C(=O)c3ccc(C)o3)=C(O)C(=O)N2CCCOC)c2ccccc21 (stereo unspecified)
2.0 | -12.2 | -0.3 | 24.7 | 2.7 | -1.3 | -16.2 | 34.1 | 1.7 | FC(F)(F)c1ccccc1CN1CCCC(N2CCN(c3ccccc3)CC2)C1 (stereo unspecified)
-7.6 | 3.4 | 4.1 | -0.3 | -2.2 | -3.2 | -15.1 | 3.8 | 1.4 | Cc1ccc(/C=N/NC(=O)c2nnn(-c3nonc3N)c2CSc2ccccc2)cc1
4.2 | -9.9 | nt | 11.7 | -0.9 | -2.8 | -3.5 | 0.6 | -1.9 | COCC(=O)Nc1ccc(C(=O)Nc2ccccc2Cl)cc1
-20.8 | 12.7 | -10.9 | -3.3 | -4.9 | -3.0 | -15.3 | 29.8 | 12.2 | COc1cc([C@@H]2[C@H]3CNCC=C3C(C#N)=C(N)C2(C#N)C#N)ccc1OC(C)C
-2.7 | 3.9 | 0.1 | 17.1 | 0.6 | 0.9 | 8.5 | 35.3 | -1.4 | CCCCc1cc(=O)oc2cc(OC(C)C(=O)NCc3ccccn3)c(Cl)cc12 (stereo unspecified)
-2.1 | 4.7 | -3.4 | -4.5 | -0.8 | -0.7 | -3.8 | 30.9 | 0.2 | CCN(CC)S(=O)(=O)c1ccc(N2CCCC2)c(NS(=O)(=O)c2ccc([N+](=O)[O-])cc2)c1
5.7 | 4.4 | -0.9 | 28.4 | 3.0 | 0.2 | 23.4 | 13.1 | 2.3 | CNC(=O)CN(c1cccc2ccccc12)S(C)(=O)=O
-3.7 | -1.0 | 5.9 | 27.7 | -3.4 | -2.9 | -2.7 | -54.0 | -3.3 | CC(C)N1CCN(C2CSCCSC2)CC1CCO (stereo unspecified)
-4.7 | -0.4 | 4.5 | 1.7 | -2.7 | -3.9 | -2.5 | 8.1 | -4.8 | CC1(C)CC(=O)C(C(C2=C(O)CC(C)(C)CC2=O)c2ccc(Cl)c([N+](=O)[O-])c2)C(=O)C1 (stereo unspecified)
3.4 | -2.6 | -1.3 | 3.4 | -1.6 | 2.6 | 0.3 | -7.1 | -4.1 | O=C(NC1CCCc2c1cnn2-c1ccc(F)cc1F)c1ccccn1 (stereo unspecified)
-10.1 | -2.7 | -1.0 | 26.2 | 0.9 | -1.2 | -1.4 | -1.8 | 1.0 | COc1ccc(N(CC(=O)O)S(=O)(=O)c2ccccc2[N+](=O)[O-])c(OC)c1
nt | -6.5 | 4.6 | nt | 0.8 | -3.5 | -6.6 | nt | -3.0 | Cc1occc1C(=O)Nc1ccccc1NC(=O)c1ccoc1C
0.4 | 15.3 | -4.8 | 22.9 | 11.3* | -0.1 | 3.5 | -4.1 | -1.1 | COc1cc(/C=C2\CCC/C(=C\c3ccc(O)c(OC)c3)C2=O)ccc1O
-1.7 | -3.3 | 3.6 | -6.8 | -0.4 | -2.4 | -5.1 | 0.3 | 0.3 | COc1ccc(S(=O)(=O)NCCSc2ccc(Cl)cc2)cc1OC
3.7 | 14.0 | 3.9 | 48.3 | 0.8 | 1.2 | 6.0 | 12.2 | 1.0 | COc1ccccc1NS(=O)(=O)c1cccc2nsnc12
8.9 | -8.8 | -2.6 | 23.1 | -2.3 | -3.9 | -10.4 | 2.5 | -2.1 | C/C(=N\O)c1c(C)c2ccccc2n1C
-1.8 | 0.9 | -2.9 | 12.6 | 1.0 | -3.4 | -6.7 | 7.2 | 5.5 | Oc1ccccc1Nc1nc(NCC2CCCO2)c2ccccc2n1 (stereo unspecified)
-11.3 | -6.8 | 3.4 | 9.6 | -0.8 | -1.8 | -18.9 | -1.4 | nt | COc1cccc(CNC(=O)c2cccnc2Sc2ccccc2)c1
0.4 | 0.0 | 1.8 | 30.1 | -3.0 | -1.1 | -21.2 | -11.2 | -3.6 | Cc1ccc(OCC(=O)N(C)CC(=O)Nc2cccc(F)c2)cc1
-15.2 | 7.6 | 6.4 | 11.1 | -3.9 | -2.6 | -12.5 | 15.7 | 2.1 | C/C(=N\NC(=S)NCc1ccccc1)c1ccc(Cl)cc1
10.2 | -6.1 | 2.1 | 3.0 | -2.3 | -2.6 | -12.0 | 5.7 | 3.2 | Cc1ccc(N2/C(=N/c3nc(C)cc(C)n3)NC(=O)CC2C(=O)O)cc1 (stereo unspecified)
14.3 | -1.9 | 4.9 | 11.2 | -1.9 | -1.9 | -11.1 | 30.8 | -0.5 | Cc1cc(C)c(NC(=O)c2oc3ccccc3c2COc2ccccc2)c(C)c1
-12.0 | -7.7 | 4.0 | 37.3 | -1.1 | -2.4 | -15.6 | 11.9 | 5.2 | CCSc1nnc(NC(=O)c2ccc(S(=O)(=O)N(C)C)cc2)s1
6.8 | 3.2 | nt | 22.5 | -1.2 | 8.3* | -19.0 | nt | 2.5 | CCCS(=O)(=O)C/C(N)=N/OC(=O)c1ccccc1Cl
-13.0 | 1.2 | -1.4 | 16.3 | -2.6 | -0.1 | -20.2 | 12.7 | 8.3 | COc1cc(S(=O)(=O)N(Cc2cccs2)CC2CCCO2)ccc1-n1cnnn1 (stereo unspecified)
-1.2 | 1.5 | -0.2 | 18.3 | -1.5 | -1.6 | -8.8 | 4.4 | 2.2 | Cc1cc(NC(=O)c2cccs2)ncc1NC(=O)C(C)C

In the list so far, 3 contain a COOH group:
pCIP destab | M18AAP inhibitor | IDE cell activ | PHOSPHO1 block | VIM-2 inhibitor | IMP-1 inh | GPR7 antag | NALP1 yeast inh | IDE inh | smiles
-1.1 | -1.2 | 4.0 | 25.7 | -7.7 | -0.5 | -10.1 | 2.0 | -3.5 | CN(C)CCCN1CC(C(=O)O)CC1=O (stereo unspecified)
-10.1 | -2.7 | -1.0 | 26.2 | 0.9 | -1.2 | -1.4 | -1.8 | 1.0 | COc1ccc(N(CC(=O)O)S(=O)(=O)c2ccccc2[N+](=O)[O-])c(OC)c1
10.2 | -6.1 | 2.1 | 3.0 | -2.3 | -2.6 | -12.0 | 5.7 | 3.2 | Cc1ccc(N2/C(=N/c3nc(C)cc(C)n3)NC(=O)CC2C(=O)O)cc1 (stereo unspecified)
